# AID2073 = disruptors of CaV2.2 binding to Mint1 – biochemical, HTRF (AID 2073). HTRF protein-protein interaction, Mint1-CaV2.2; higher % means a stronger effect. inhibition, % at 20 µM; hits with a dose series show IC50 in µM. 290,000 tested, 0.19% active; in the data active = inhibition mostly above about 51%, no sharp cut-off; inconclusive = no clear call, values can overlap the other calls; inactive = mostly below about 53%; also: some results filed as inactive read as strong as hits
# Dengue-2 NS5 capping = Dengue-2 NS5 methyltransferase inhibitors, primary screen, biochemical, confirmation dose response (AID 588689). inhibition, % at 25 µM, or IC50 in µM where a hit was titrated. Dengue-2 NS5 methyltransferase capping enzyme assay, biochemical; higher % means a stronger effect. 340,000 tested, 0.3% active; in the data active = a potency from the dose series; inconclusive = inhibition above about 29% without an active follow-up result
# NOD1 inhibition = NOD1 signaling inhibitors, primary screen, cell-based, luminescence, uHTS (AID 1578); NOD1-driven NF-kB luciferase reporter cells, luminescence; higher % means a stronger effect; inhibition, % at 4 µM, or EC50 in µM where a hit was titrated; 290,000 tested, 1% active; in the data active = inhibition mostly above about 36%, no sharp cut-off; inactive = mostly below about 34%;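 also: HEK-293T reporter cells stimulated with the NOD1 agonist gamma-tri-DAP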
# West Nile antiviral = inhibition of WNV-induced cytopathic effect – cell-based, CPE readout (AID 1621) | West Nile virus-infected cells, CPE inhibition; higher % means a stronger effect | CPE inhibition, % at 10 µM, or IC50 in µM where a hit was titrated | 290,000 tested, 0.02% active; in the data active = a potency from the dose series; inconclusive = CPE inhibition mostly from about 3.7% at the one dose, without a potency; inactive = the rest, 99 in 100 with CPE inhibition below about 2.2%; also: strong numbers were not always called active
# KOR beta-arrestin-1 = KOR antagonists, beta-arrestin recruitment, cell-based, luminescence, uHTS (AID 1778) | KOR beta-arrestin recruitment, luminescence, antagonist mode; higher % means a stronger effect | inhibition, % at 10 µM; hits with a dose series show IC50 in µM | 290,000 tested, 0.091% active; also: strong numbers were not always called active
# HEK293 NOD2/NF-kB = NOD2 signaling inhibitors, cell-based, luminescence, uHTS, HEK293 (AID 1566); HEK293 NOD2/NF-kB luciferase reporter, luminescence; higher % means a stronger effect; inhibition, % at 4 µM, or EC50 in µM where a hit was titrated; 290,000 tested, 0.63% active; also: many of its hits are not listed in these tables
# HIV peptide binding = inhibitors of HIV fusion peptide binding, primary screen, biochemical, uHTS, fluorescence dequenching (AID 1986); cell-free peptide binding, fluorescence dequenching, 30 min; higher % means a stronger effect; inhibition, % at 20 µM, or IC50 in µM where a hit was titrated; 290,000 tested, 0.3% active; in the data active = inhibition mostly above about 52%, no sharp cut-off; inactive = mostly below about 76%; also: some results filed as inactive read as strong as hits
# Yfh1-depleted yeast = enhancers of respiration in Yfh1-depleted yeast, dose response, Friedreich's ataxia, plus single-dose screen (AID 1465); S. cerevisiae Yfh1-off respiration, WST-1 reduction, 72 h; higher fold induction means a stronger effect; fold induction at 50 µM; hits with a dose series show EC50 in µM; 220,000 tested, 0.074% active;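 active = fold induction of absorbance versus untreated yeast above a set limit, then at least 30% activation at any dose in follow-up; inconclusive = repeats straddling the limit, or above it without dose testing; inactive = fold induction below the set limit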;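 also: activators that raise dye reduction in frataxin-depleted yeast; strong numbers were not always called active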
# KOR beta-arrestin-2 = KOR agonists, beta-arrestin recruitment, primary screen, cell-based, luminescence, uHTS (AID 1777); KOR beta-arrestin recruitment, luminescence; higher % means a stronger effect; 280,000 tested, 0.02% active; activation, % at 10 µM; hits with a dose series show EC50 in µM; in the data active = activation above about 50%, passing the limit was not always enough; also: a part of the inactive calls stands beside numbers as strong as those of hits
# Dengue-2 NS5 capping pilot replicate = recorded beside Dengue-2 NS5 capping, whose call it bears; inhibition, %; measured here: pilot screen replicate inhibition
# Starred values were filed as active, the others as inactive; i = inactive; ? = inconclusive; / = not tested or not shown; [ ] = another dose, or the depositor's remark. Rule as the data show it, unless noted: active = inhibition above about 50%; inactive = the rest.
# Sample of the layout (two entries):
SMILES,AID2073,Dengue-2 NS5 capping,NOD1 inhibition,West Nile antiviral,KOR beta-arrestin-1,HEK293 NOD2/NF-kB,HIV peptide binding,Yfh1-depleted yeast,KOR beta-arrestin-2,others
O=C(NC(=S)Nc1ccccc1N1CCOCC1)c1ccco1,3.1%,3.5%,-24.0%,0.5%,4.9%,1.8%,-2.0%,i,-3.2%,
Cc1ccc(N2C(=S)SC3CS(=O)(=O)CC32)cc1 (configuration not stated),21.2%,-4.4%,-2.7%,0.5%,-2.0%,12.9%,0.9%,i,-0.2%,

# Main list (from the top)
SMILES,AID2073,Dengue-2 NS5 capping,NOD1 inhibition,West Nile antiviral,KOR beta-arrestin-1,HEK293 NOD2/NF-kB,HIV peptide binding,Yfh1-depleted yeast,KOR beta-arrestin-2,others
O=C(NC(=S)Nc1ccccc1N1CCOCC1)c1ccco1,3.1%,3.5%,-24.0%,0.5%,4.9%,1.8%,-2.0%,i,-3.2%,
Cc1ccc(N2C(=S)SC3CS(=O)(=O)CC32)cc1 (configuration not stated),21.2%,-4.4%,-2.7%,0.5%,-2.0%,12.9%,0.9%,i,-0.2%,
O=C(NCc1ccccc1Cl)C1CCN(c2cnccn2)CC1,-0.9%,-4.6%,-21.9%,-0.5%,14.8%,-0.4%,1.0%,i,-3.1%,
O=C(c1cccc(F)c1)N1CCc2ccccc2C1,1.6%,-5.7%,6.4%,1.4%,2.5%,-1.2%,-2.1%,i,-0.9%,
CNC(=O)Nc1nnc(C(C)(C)C)s1,11.0%,0.0%,-16.1%,0.1%,-8.4%,-5.2%,4.6%,i,-2.3%,
NC(=O)c1ccc2nc(NC(=O)c3ccc(N)cc3)sc2c1,10.9%,/,-26.0%,0.8%,-9.3%,-27.1%,1.8%,i,-3.9%,
CN(CC(=O)NC(=O)NCc1ccccc1)Cc1cccc(Cl)c1Cl,-0.7%,-2.6%,-12.4%,-0.8%,-11.7%,7.6%,-0.9%,i,-3.1%,
Cc1ccc(C(=O)N2CCC(C)CC2)cc1C,-7.3%,-1.4%,-11.5%,-0.8%,-14.6%,30.1%,0.6%,i,-8.4%,
CCc1ccccc1NC(=O)c1sc2nc(C)cc(C)c2c1N,21.2%,-10.9%,-23.5%,-0.4%,7.4%,1.7%,0.9%,/,-2.5%,
N#C/C(=C1/CCCCCN1)c1nc2ccccc2s1,-3.5%,-5.2%,-47.8%,-0.5%,-15.0%,-100.0%,0.5%,i,-2.9%,
Cc1ccccc1OCC(=O)Nc1ccc2[nH]ncc2c1,-4.8%,-4.6%,-17.7%,0.2%,-17.0%,-12.4%,-0.8%,/,0.7%,
COc1cccc(-c2nc(C(N)=O)c3[nH]c(=O)n(-c4cccc(Cl)c4)c3n2)c1OC,-1.9%,-5.6%,-23.2%,-0.1%,-10.8%,15.1%,1.2%,i,-2.8%,
CCOC(=O)C1CCN(C(=O)c2ccc(Cl)c(Cl)c2)CC1,17.2%,-7.0%,-38.4%,-0.2%,13.1%,4.5%,-0.7%,i,-0.4%,
O=C(c1c(F)cccc1F)N1CCCC(c2nc(-c3ccc(Cl)cc3)no2)C1 (configuration not stated),6.2%,-7.0%,-7.3%,-1.8%,-8.5%,32.3%,-1.6%,/,0.4%,
NS(=O)(=O)c1ccc(CCNC(=O)CSc2nnc3ccccn23)cc1,-4.9%,0.0%,-28.9%,0.1%,2.0%,11.0%,-0.6%,i,-3.5%,
COC(=O)C1C2C=CC3(CN(CC4CCCO4)C(=O)C13)O2 (configuration not stated),4.2%,8.0%,-5.1%,0.4%,-36.2%,-4.5%,-1.7%,i,-1.8%,
COc1ccccc1N1C(N)=NC(N)=NC12CCCCC2,1.8%,-11.8%,-18.7%,1.2%,-0.8%,-6.4%,0.5%,/,1.8%,
OC(c1cccnc1)c1cccs1 (configuration not stated),10.0%,-0.7%,-3.4%,0.6%,6.3%,11.9%,-0.1%,i,32.7%,
CC1(C)OC(=O)C(=CNc2ncccn2)C(=O)O1,-7.5%,-5.5%,1.7%,0.2%,0.5%,16.5%,-2.2%,i,-2.2%,
O=C(Cn1cnc2c(oc3ccccc32)c1=O)N1CCN(c2ccccc2)CC1,-1.6%,15.7%,-14.5%,/,-0.5%,-19.5%,0.4%,/,2.8%,
CCCc1cc(=O)[nH]c(SCC(=O)NCc2ccc3c(c2)OCO3)n1,8.9%,-6.5%,-29.5%,-0.4%,-10.7%,16.6%,1.3%,/,-5.3%,
Cc1cccc(C(O)(C(=O)NNc2ccc3ccccc3n2)c2cccc(C)c2)c1,0.9%,-3.6%,-10.2%,-0.9%,30.2%,-1.6%,-4.7%,i,-3.1%,
O=C(CCCC(=O)OCC(Cl)=C(Cl)Cl)Nc1cccc2ccccc12,2.9%,-0.4%,-8.6%,0.2%,-2.0%,7.9%,1.7%,i,-3.2%,
CN1Cc2ccccc2N(CC(=O)NCc2ccccc2)C1=O,3.4%,2.2%,-3.3%,-0.6%,9.0%,-6.5%,0.3%,i,-5.3%,
CC(C)C[C@H](NC(=O)N1CCn2c1nc1ccccc12)C(=O)N1CCCCC1,-14.5%,-3.5%,-8.7%,0.0%,/,13.9%,1.4%,/,/,
SMILES,AID2073,Dengue-2 NS5 capping,NOD1 inhibition,West Nile antiviral,KOR beta-arrestin-1,HEK293 NOD2/NF-kB,HIV peptide binding,Yfh1-depleted yeast,KOR beta-arrestin-2,others
O/C(=C\Sc1nnc(Cc2ccccc2)o1)c1ccc(Br)cc1,5.5%,-3.5%,26.6%,-0.3%,5.7%,2.6%,0.3%,i,1.5%,
c1ccc(Sc2ncnc3c2oc2ccccc23)nc1,6.1%,-7.2%,43.0%,1.1%,-53.8%,-22.6%,-1.2%,i,0.5%,
Cc1ccc(Nc2nc(N3CCOCC3)nc(N3CCOCC3)n2)cc1Cl,-8.1%,-1.6%,2.9%,2.8%,4.5%,-1.9%,0.1%,/,7.6%,
O=C(CSc1nc(O)c(C2CCCCC2)c(=O)[nH]1)Nc1ccc(Cl)cc1,9.3%,-2.7%,-14.1%,0.1%,9.4%,-11.0%,9.6%,i,-3.3%,
O=c1c2c3c(sc2nc2sc(CN4CCCCC4)cn12)CCCC3,6.9%,/,-47.7%,/,-28.6%,-30.3%,-1.6%,/,2.5%,
CCN1CCN(C(c2ccc(OC)c(OC)c2)c2nnnn2C(C)(C)C)CC1 (configuration not stated),-3.2%,-7.4%,-7.8%,-0.2%,6.4%,9.4%,2.9%,i,-0.8%,
O=C(C[n+]1cc(-c2ccc(F)cc2)n2c1CCC2)N1c2ccccc2Sc2ccccc21,0.0%,1.5%,-24.6%,0.3%,14.4%,-55.4%,3.1%,i,9.7%,
Cc1ccccc1C(=O)Oc1ccc2ccc(O)cc2c1,10.9%,-0.7%,-56.3%,0.0%,17.6%[20 µM],-26.0%,0.6%,/,1.3%,Dengue-2 NS5 capping pilot replicate=-2.4
Cc1ccc(NC(=O)Nc2ccc(C(=O)N3CCOCC3)cc2)cc1,-6.0%,-22.1%,3.8%,-0.4%,5.4%,15.5%,-0.7%,i,-3.3%,
COc1ccc(N(Cc2ccccc2)S(=O)(=O)c2cccc(C(=O)O)c2)cc1,6.5%,-2.3%,1.3%,0.4%,34.5%,16.5%,2.9%,i,1.8%,
CCN(Cc1ccccc1)C(=O)CCc1nc(-c2ccc(C)cc2)no1,-4.5%,/,3.8%,-0.5%,-18.2%,3.1%,-1.0%,i,-8.4%,
CCC1CCCCN1CC(=O)c1c(C)[nH]c2cc(C)ccc12 (configuration not stated),-1.1%,-5.5%,-13.2%,-0.9%,-7.4%,-6.9%,3.9%,/,3.5%,
O=C(Nc1ccccc1Cl)NC1(C(=O)NCc2cccnc2)CCCCC1,7.1%,5.3%,-3.9%,-1.1%,4.2%,7.9%,-1.7%,/,0.3%,
CN(C)CCCNS(=O)(=O)c1ccc(Cl)s1,-1.6%,-1.5%,14.9%,-0.1%,-26.3%,23.3%,-2.1%,i,-0.7%,
Cc1ccc(CCNC(=O)CCS(=O)(=O)c2ccc(Br)cc2)cc1,-4.3%,0.0%,-62.7%,-0.3%,-24.1%,12.2%,2.8%,i,-0.4%,
O=C(NCc1cccnc1)c1cc(-c2ccco2)on1,21.6%,-1.6%,-69.2%,-0.1%,-1.1%,-18.7%,3.4%,i,1.6%,
O=C(CN1CCN(c2nc(-c3ccccc3)cs2)CC1)Nc1ccc2c(c1)OCO2,-17.3%,-1.6%,30.0%,0.0%,-14.9%,-24.0%,-3.3%,i,-7.4%,
O=C(COC(=O)C(O)c1ccccc1)c1ccc2c(c1)OCCO2 (configuration not stated),21.1%,-12.5%,-21.5%,0.1%,15.9%,5.1%,2.6%,i,8.7%,
O=C(CN1C(=O)C2C3C=CC(C3)C2C1=O)NCCN1CCCc2ccccc21 (configuration not stated),-3.8%,12.0%,-1.1%,/,-30.3%,-2.5%,0.0%,/,-7.6%,
CCCCCCCOC(=O)C[N+](C)(C)CCOC1CC2CCC1(C)C2(C)C (configuration not stated),9.2%,-3.6%,-24.3%,?,-13.1%,11.2%,-0.1%,i,-0.6%,
O=C(NCc1ccc(Cl)cc1)N1CCc2ccccc2C1,6.8%,-6.5%,29.1%,-0.6%,-7.8%,-45.6%,0.7%,/,6.1%,
CSc1ccc(C2NC(=O)c3c(sc4c3CCN(C)C4)N2)cc1 (configuration not stated),1.6%,?,-2.8%,/,-2.6%,7.3%,-1.3%,/,-4.9%,
CN1CCc2nc(SCC(=O)Nc3ccc(OC(F)(F)F)cc3)c(C#N)c(-c3cccs3)c2C1,-1.1%,16.7%,53.8%,-0.6%,-46.4%,7.1%,11.2%,i,0.0%,
COc1ccc(C)cc1N(CC(=O)N/N=C/c1ccc2c(c1)OCO2)S(C)(=O)=O,-19.3%,-5.5%,4.2%,0.1%,2.9%[20 µM],11.7%,0.0%,i,/,
Cc1ccc2nc(SCC(=O)Nc3cc(C(C)(C)C)nn3-c3ccccc3)[nH]c2c1,1.0%,7.1%,-0.1%,-0.9%,10.8%,-4.6%,3.8%,i,1.9%,
SMILES,AID2073,Dengue-2 NS5 capping,NOD1 inhibition,West Nile antiviral,KOR beta-arrestin-1,HEK293 NOD2/NF-kB,HIV peptide binding,Yfh1-depleted yeast,KOR beta-arrestin-2,others
O=C(NCc1ccco1)c1ccc(-c2csnn2)cc1,1.2%,-13.8%,0.5%,0.3%,1.1%,-1.9%,-0.2%,i,0.4%,
O=C(CSc1nc2ccccc2o1)NCc1ccco1,10.2%,-0.5%,-17.9%,-0.1%,-11.1%,-2.0%,1.8%,i,-0.6%,
O=C(Nc1nnc(-c2ccco2)s1)c1ccccc1,2.9%,-5.4%,-39.3%,0.3%,12.2%,-126.4%,-1.2%,i,-4.9%,
COc1cccc(OCC(=O)NNC(=O)Cc2cccs2)c1,-7.8%,-2.9%,-16.9%,-0.3%,18.5%,4.7%,-1.1%,i,-3.7%,
Cc1ccc(CCNC(=O)C2CCN(S(=O)(=O)c3cccc4nsnc34)CC2)cc1,-3.8%,-6.9%,-51.6%,-0.4%,45.6%,8.2%,0.5%,i,2.6%,
CCc1nnc(NC(=O)CCC(=O)N2CCN(Cc3cc(Cl)ccc3OC)CC2)s1,0.0%,1.6%,-7.0%,0.0%,6.4%,-22.6%,-3.0%,i,-5.0%,

# An excerpt. The share of hits here may be higher or lower than overall.
